MOR-DOR inv ag = inverse agonists of human mu-delta opioid receptor heterodimerization. inhibition, % at 9.3 µM. hit rate 0.21% among 340,000. AID 504357. cell-based MOR-DOR heterodimer luminescence, inverse agonism. P35372+P41143; in the data active = inhibition above about 22%, passing the limit was not always enough;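 also: 0% = cells with DMSO and 100% = wells without cells with DMSO; values of inactives mirror those of a sister screen read the other way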
HTR5A inv ctr = inverse agonist of human HTR5A in OPRM1-OPRD1 counter-screen; hit rate 0.083% among 340,000; P47898; HTR5A cell line, luminescence, inverse agonism; inhibition, % at 9.3 µM; in the data active = inhibition mostly above about 23%, no sharp cut-off; inactive = mostly below about 18%;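 also: 0% = cells with DMSO and 100% = no-cell wells with DMSO; some compounds called inactive have numbers as strong as hits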
Target sequence (P47898 whole entry, looked up): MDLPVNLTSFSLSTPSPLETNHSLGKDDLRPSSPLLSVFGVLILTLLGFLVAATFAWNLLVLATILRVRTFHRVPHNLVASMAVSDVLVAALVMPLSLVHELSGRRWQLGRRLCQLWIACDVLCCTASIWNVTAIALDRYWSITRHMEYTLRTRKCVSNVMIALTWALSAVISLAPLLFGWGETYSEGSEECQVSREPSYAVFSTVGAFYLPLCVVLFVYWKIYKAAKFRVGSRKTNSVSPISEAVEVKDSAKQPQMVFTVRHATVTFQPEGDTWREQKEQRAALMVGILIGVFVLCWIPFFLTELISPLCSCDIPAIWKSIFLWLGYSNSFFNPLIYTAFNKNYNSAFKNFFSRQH
DSG3 Ab inh = human desmoglein-3 autoantibody binding inhibition; P32926; DSG3-coupled beads, scFv-anti-DSG3-GFP binding, flow cytometry; hits give low values; binding (percent of control), % at 10 µM; hit rate 0.48% among 310,000; AID 588358;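 active = binding more than 3 SD below its plate's average and above zero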;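 also: hits lower antibody fragment binding to DSG3; some compounds called inactive have numbers as strong as hits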
DAGLB inh = diacylglycerol lipase beta (human) inhibition | Q8NCG7 | HEK293T DAGLB membrane lysate, EnzChek fluorogenic substrate | inhibition, % at 5.17 µM | hit rate 0.059% among 340,000; in the data active = inhibition above about 34%;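 also: 0% = enzyme with vehicle and 100% = wells lacking enzyme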
MOR-DOR ag = OPRM1-OPRD1 heterodimerization agonism. activation, % at 9.3 µM. AID 504326. hit rate 0.3% among 340,000. cells, luminescence; in the data active = activation above about 18%;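 also: 0% = vehicle-treated cells and 100% = reference agonist; values of inactives mirror those of a sister screen read the other way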
V-ATPase pH = yeast V-ATPase proton transport regulation by pHLuorin | S. cerevisiae, pHLuorin cytosolic pH fluorescence | response, % at 10 µM | hit rate 0.37% among 350,000 | AID 504577; in the data active = response mostly above about 7.3%, no sharp cut-off; inactive = mostly below about 5.4%; also: actives read high; inactives centre near 0; some compounds called inactive have numbers as strong as hits; reference of the scale not given here
PKA-R1A act = activators of PKA-R1A complex; P00514+P68181; PKA-R1A dissociation, Cy5-IP20 fluorescence polarization; scaled: DMSO 0%, 113 µM cGMP 100%; activation, % at 11.4 µM; hit rate 0.083% among 340,000; AID 504707;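 active = percent activation above the mean of all tested compounds plus 3 SD, cut at about 19% in these data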;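 also: higher means more PKAc released from R1A so a rise in polarization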
PKA-R2B act = PKA-R2B complex activation; PKA-R2B holoenzyme dissociation, Cy5-IP20 fluorescence polarization; R2B truncated from residue 108, S112A mutant; 0% DMSO only, 100% 113 µM cGMP; P22694+P31323; AID 504700; activation, % at 11.4 µM; hit rate 0.079% among 340,000;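 active = activation above a cutoff set at the mean over all compounds plus 3 SD, cut at about 18% in these data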;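 also: higher means more holoenzyme dissociation and a rise in polarization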
Target sequence (P31323 whole entry, looked up, other chains not shown, the tested form may be a part): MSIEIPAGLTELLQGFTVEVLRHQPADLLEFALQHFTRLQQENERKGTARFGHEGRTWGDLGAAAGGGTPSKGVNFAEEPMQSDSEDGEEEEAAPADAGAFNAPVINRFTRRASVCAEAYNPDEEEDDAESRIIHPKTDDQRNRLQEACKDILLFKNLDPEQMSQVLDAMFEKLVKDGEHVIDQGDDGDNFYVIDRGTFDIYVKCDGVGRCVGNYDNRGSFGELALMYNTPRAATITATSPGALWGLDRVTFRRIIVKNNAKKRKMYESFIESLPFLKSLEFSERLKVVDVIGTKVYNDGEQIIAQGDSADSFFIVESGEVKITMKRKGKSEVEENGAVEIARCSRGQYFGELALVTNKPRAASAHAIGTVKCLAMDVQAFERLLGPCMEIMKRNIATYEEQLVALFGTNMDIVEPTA
HTR5A ag ctr = activates human HTR5A in OPRM1-OPRD1 agonist counter-screen; P47898; HTR5A agonist assay, luminescence, cell-based; activation, % at 9.3 µM; hit rate 0.61% among 340,000; AID 504692; in the data active = activation mostly above about 9.5%, no sharp cut-off; inactive = mostly below about 7.6%;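 also: 0% = cells with vehicle only and 100% = reference agonist; strong numbers were not always called active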
Arr AP2 block = blocks beta-arrestin peptide binding to AP2 adaptin | FITC-arrestin peptide / GST-AP2 beads, flow cytometry; AP2 beta2 appendage carries R879A mutation | inhibition, % at 10 µM | hit rate 0.31% among 340,000;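 active = inhibition above a set limit, near 3 SD of compounds lacking own fluorescence, cut at about 54% in these data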;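 also: plate controls were DMSO wells for no effect and 5 µM unlabelled arrestin peptide for full effect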
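Test system: GST-tagged AP2 beta2-adaptin appendage (R879A) on 4 µm glutathione beads; also added: fluorescein-tagged arrestin peptide at 50 nM final; timing: 12 min plus 1 h, RT; signal: flow cytometry, FL1 (488/535 nm); read-out: percent drop in bead-associated FITC signal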
The depositor's hits bear a star; nt = not tested or not shown.

The first four entries as a preview:
[1] Cn1c(NCc2ccco2)nc2c1c(=O)n(Cc1ccc(Cl)cc1)c(=O)n2C
[2] CSc1nc(=NC(C)=O)ss1
[3] COc1ccc(-c2ccnc(SCC(=O)N3CCOCC3)n2)cc1
[4] O=C(NCCc1ccc(Cl)cc1Cl)c1cncc(Br)c1

screen / no.	1	2	3	4
MOR-DOR inv ag	-8	13	9	-3
HTR5A inv ctr	5	-9	17	-23
DSG3 Ab inh	121	72	105	97
DAGLB inh	1	-3	0	-1
MOR-DOR ag	1.7	-2.4	-1.6	0.6
V-ATPase pH	-6	9	3	0
PKA-R1A act	-12	-12	-4	-3
PKA-R2B act	-12	-4	7	-5
HTR5A ag ctr	7	1	1	6
Arr AP2 block	9	0	-1	-5

The listing, previewed entries included:
[1] Cn1c(NCc2ccco2)nc2c1c(=O)n(Cc1ccc(Cl)cc1)c(=O)n2C
[2] CSc1nc(=NC(C)=O)ss1
[3] COc1ccc(-c2ccnc(SCC(=O)N3CCOCC3)n2)cc1
[4] O=C(NCCc1ccc(Cl)cc1Cl)c1cncc(Br)c1
[5] O=C(NC1CCCCC1)C1CCC(CNS(=O)(=O)c2ccccc2)CC1 (configuration not stated)
[6] C[C@H](CO)N1C[C@H](C)[C@@H](CN(C)S(=O)(=O)c2cccs2)Oc2ccc(NC(=O)NC3CCCCC3)cc2C1=O
[7] CCOc1cc(/C=N/NC(=O)C(C)Sc2ccccc2)ccc1O (configuration not stated)
[8] O=C(COC(=O)c1cccnc1Cl)NCCC1=CCCCC1
[9] Cc1ccc(C2Nc3ccccc3C(=O)N2CCCN2CCOCC2)cc1 (configuration not stated)
[10] COc1cccc(-c2nc(CSCC(=O)N3CCc4ccccc43)c(C)o2)c1

screen / no.	1	2	3	4	5	6	7	8	9	10
MOR-DOR inv ag	-8	13	9	-3	3	4	12	-2	8	15
HTR5A inv ctr	5	-9	17	-23	3	-18	22	-3	18	12
DSG3 Ab inh	121	72	105	97	89	102	97	104	nt	106
DAGLB inh	1	-3	0	-1	-1	-1	0	2	1	-1
MOR-DOR ag	1.7	-2.4	-1.6	0.6	-0.6	-0.8	-2.3	0.4	-1.6	-2.9
V-ATPase pH	-6	9	3	0	2	7	0	-2	3	-3
PKA-R1A act	-12	-12	-4	-3	0	11	16	5	2	-6
PKA-R2B act	-12	-4	7	-5	11	-3	14	8	-8	-9
HTR5A ag ctr	7	1	1	6	-1	-2	-2	-4	-3	1
Arr AP2 block	9	0	-1	-5	-5	0	-1	48	16	6

[11] COC(=O)c1ccc(C(=O)OCc2nc3cc4ccccc4cc3[nH]2)cc1
[12] CN=C(Nc1ccccc1)SC1CC(=O)N(c2cccc(OC)c2)C1=O (configuration not stated)
[13] O=[N+]([O-])c1ccccc1/C=N\N1CCN(c2ccccc2)CC1
[14] COc1ccc(/C=C2\SC(=O)N(CC(=O)NNC(=O)c3ccccc3O)C2=O)cc1OC
[15] O=C(NC1CCCCC1)c1cc2ccccc2cc1O
[16] O=C1CCC2(CC1)NC(=O)N(c1ccccc1)N2
[17] CC(c1ccccc1)N(C)C(=O)CSc1nnc(C2CC2)n1C1CC1 (configuration not stated)
[18] COc1ccc(S(=O)(=O)N(C)C)cc1NC(=O)CN1C(=O)NC2(CCCC2)C1=O
[19] COc1cccc(-c2nc3ccc(C(=O)N4CCCC(O)C4)cc3o2)c1 (configuration not stated)
[20] CCC(CC)C(=O)Nc1nnc(S(=O)(=O)Nc2ccc(OC)cc2)s1

screen / no.	11	12	13	14	15	16	17	18	19	20
MOR-DOR inv ag	-7	-3	-1	11	-42	14	1	2	14	9
HTR5A inv ctr	12	-17	5	-45	-47	4	-5	-20	-12	-5
DSG3 Ab inh	97	90	103	106	96	98	100	111	106	103
DAGLB inh	-9	-1	1	2	-1	-2	1	1	-2	-1
MOR-DOR ag	1.4	0.5	0.2	-2.2	7.9	-2.4	-0.3	-0.3	-2.7	-2.0
V-ATPase pH	3	1	-3	0	0	3	0	0	-7	1
PKA-R1A act	2	-6	-8	-3	-6	-9	5	-9	-4	2
PKA-R2B act	5	-6	8	7	-4	-1	7	0	0	8
HTR5A ag ctr	-5	-3	-2	-1	17*	-2	1	1	5	1
Arr AP2 block	25	-9	14	-8	5	-7	16	-3	2	21

[21] CC(C)(CSc1ccccn1)NS(=O)(=O)c1ccc(Cl)cc1
[22] CC1CCCN(C(=O)COC(=O)c2cc(-c3cccs3)nn2-c2ccccc2)C1 (configuration not stated)
[23] Cc1ccc(C)c(N2CN(Cc3ccco3)CNC2=S)c1
[24] CCc1ccc2[nH]c(=O)c(CN(Cc3ccco3)C(=S)NCC3CCCO3)cc2c1 (configuration not stated)
[25] COc1ccc(C(=O)c2cnc3cc4c(cc3c2C)OCO4)cc1
[26] CCC(=O)Nc1nnc(Cc2ccccc2)s1
[27] CC(=O)c1ccc(NC(=O)Cn2cnc(S(=O)(=O)N3CCOCC3)c2)cc1
[28] COC(=O)c1ccc(NC(=S)Nc2ccccn2)cc1
[29] Cc1cccc(CC(=O)OCn2nnc3ccccc3c2=O)c1
[30] O=S(=O)(Nc1ccc(O)c2ccccc12)c1cccs1

screen / no.	21	22	23	24	25	26	27	28	29	30
MOR-DOR inv ag	-24	-9	23	7	-1	5	8	3	-2	-18
HTR5A inv ctr	-4	9	3	-4	-9	-16	10	-11	-34	4
DSG3 Ab inh	106	106	121	81	95	102	101	110	107	96
DAGLB inh	-11	0	-1	1	-7	-1	-2	2	0	3
MOR-DOR ag	4.5	1.4	-4.3	-1.5	0.2	-1.0	-1.6	-0.5	0.3	3.4
V-ATPase pH	2	5	-4	-3	-2	4	-2	1	-2	4
PKA-R1A act	-9	-9	-5	0	-3	-9	-2	-18	-12	-1
PKA-R2B act	-12	-9	-16	9	-2	-2	-8	-3	3	-5
HTR5A ag ctr	1	-3	0	2	-2	0	-3	4	1	-1
Arr AP2 block	-11	-1	6	-25	5	-9	1	6	3	15

[31] NS(=O)(=O)c1ccc2nc(-c3ccccc3)c(-c3ccccc3)nc2c1
[32] O=C(c1ccc(S(=O)(=O)NCc2ccco2)cc1)N1CCN(c2ccc(F)cc2)CC1
[33] OC(COc1ccc(F)cc1)CN1CCN(CC(O)COc2ccc(F)cc2)CC1 (configuration not stated)
[34] O=C(NCCc1ccccc1)c1ccc2[nH]c(=O)c(=O)[nH]c2c1
[35] COC(=O)c1ccc(CSc2nc3sc(C)c(C)c3c(=O)[nH]2)cc1
[36] COc1cc(NCCCn2cnc3c(OCc4ccccc4)ncnc32)cc(OC)c1OC
[37] COC(=O)c1c(N2C(=O)CC(Sc3ncccc3C(=O)O)C2=O)sc(C)c1C (configuration not stated)
[38] CCN(CC)S(=O)(=O)c1ccc(-c2nnc(SCC(N)=O)n2CC)cc1
[39] CCOC(=O)c1c(NC(=O)CN2CCCc3ccccc32)sc(C)c1C
[40] Cc1sc2nc(SCC(=O)NCc3ccco3)n(Cc3ccccc3)c(=O)c2c1C

screen / no.	31	32	33	34	35	36	37	38	39	40
MOR-DOR inv ag	1	-1	4	12	9	1	10	11	-10	13
HTR5A inv ctr	6	1	-9	6	-8	1	-11	-4	-10	1
DSG3 Ab inh	94	99	103	100	104	112	93	109	nt	106
DAGLB inh	-1	-1	-2	-6	-1	0	-1	0	-20	0
MOR-DOR ag	-0.3	0.2	-0.9	-2.2	-1.7	-0.3	-1.9	-2.1	1.9	-2.3
V-ATPase pH	7	0	1	-1	0	-2	-1	0	-2	3
PKA-R1A act	-3	-6	5	-13	-11	6	-8	-5	0	-1
PKA-R2B act	-4	3	8	-2	4	-7	-1	0	0	-18
HTR5A ag ctr	-3	-6	3	1	3	0	-3	-1	5	0
Arr AP2 block	14	59*	8	-15	-3	4	-6	6	2	-9

[41] Cc1ccc(CNC(=O)Cn2cncn2)cc1
[42] CCOC(=O)CSc1nc(COc2ccccc2)nc2ccccc12
[43] Cc1nc(C(F)(F)F)ccc1C(=O)N1CCCCC1
[44] CCCCN1CC(COCc2ccccc2)Oc2cccc(OCc3ccc(OC)cc3)c2S1(=O)=O (configuration not stated)
[45] COCCCNCCCCOc1cccc(Br)c1
[46] O=C(c1ccco1)N1CCN(CCOCCOc2cccc3ccccc23)CC1
[47] CS(=O)(=O)N(Cc1ccccc1)c1ccccn1
[48] O=C(COc1ccccc1[N+](=O)[O-])N/N=C/c1ccc(OC(=O)c2ccco2)cc1
[49] O=C(CNC(=O)c1cccs1)NCC(=O)OCC(=O)c1ccccc1
[50] COC(=O)Oc1ccc(/C=N/NC(=O)CSCc2ccc(Cl)cc2)cc1OC
[51] Cc1ccc(C(=O)COC(=O)CN2C(=O)C3C4C=CC(C4)C3C2=O)cc1[N+](=O)[O-] (configuration not stated)

screen / no.	41	42	43	44	45	46	47	48	49	50	51
MOR-DOR inv ag	14	-22	9	nt	-2	-10	1	9	-20	-18	38*
HTR5A inv ctr	-11	1	-8	nt	5	-14	-17	-5	-17	10	12
DSG3 Ab inh	93	105	97	99	107	101	107	104	119	108	89
DAGLB inh	-1	-3	-2	-23	-4	-4	1	-1	-3	1	-2
MOR-DOR ag	-3.3	4.7	-1.7	nt	0.3	1.6	-0.1	-1.7	2.5	3.8	-4.7
V-ATPase pH	0	-3	-3	-2	0	0	2	0	-2	0	-90
PKA-R1A act	8	-12	-11	4	0	-5	-4	7	-8	1	0
PKA-R2B act	-14	-5	4	-6	-10	-6	7	8	-4	-1	5
HTR5A ag ctr	4	0	3	nt	8	5	4	0	6	-8	-4
Arr AP2 block	-6	8	34	nt	3	6	2	-5	25	-4	-2

From PubChem BioAssay
